NFkB transloc inh: blocks IL-1B driven NFkB nuclear translocation in HUVEC cells; inhibition, % at 2 µM; HUVEC IL-1B NFkB p65 nuclear translocation imaging; AID 796; actives 0.43% (n = 94,000);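 active = inhibition above about 30% together with a positive call from visual inspection of the well image, limit read from the data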;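 note: nuclear over cytoplasmic p65 intensity ratio measured by imaging; 0% = IL-1B stimulated DMSO wells and 100% = unstimulated DMSO wells; values of inactives mirror those of a sister screen read the other way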
PLAP inhibitors HTS: inhibition of human placental alkaline phosphatase – biochemical, luminescence, HTS (AID 690); one-dose inhibition, % at 20 µM; IC50 in µM for titrated hits; purified PLAP, luminescent substrate; higher % means a stronger effect; actives 0.08% (n = 96,000); in the data active = a potency from the dose series; inactive = the rest, 99 in 100 with inhibition below about 30%; note: strong numbers were not always called active
Bcl-B displacement: displacers of TR3 peptide from Bcl-B, primary screen, selectivity assay for Bfl-1 inhibitor project, biochemical, fluorescence polarization. FP displacement of FITC-TR3 peptide from Bcl-B; higher % means a stronger effect. actives 0.11% (n = 96,000). displacement, % at 20 µM; hits with a dose series show IC50 in µM;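 active = displacement above 50% at 20 µM plus a fluorescence interference ratio under 1.5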;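 note: plate controls were wells without compound for no effect and wells lacking Bcl-B protein for full effect; a part of the inactive calls stands beside numbers as strong as those of hits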
IL1B NFkB pot: enhances IL-1B driven NFkB nuclear translocation. AID 819. activation, % at 2 µM. actives 0.3% (n = 94,000). HUVEC IL-1B NFkB p65 nuclear translocation imaging;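 active = activation above 40%, about the mean plus 3 SD, also judged a hit on visual image review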;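 note: percent activation is computed from the nuclear over cytoplasmic p65 intensity ratio; values of inactives mirror those of a sister screen read the other way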
MRP reversal: compounds reversing MRP-mediated drug resistance; H69AR cells + 2 uM doxorubicin, CellTiter-Glo, 72 h; differential viability (reversal), % at 10 µM; actives 0.04% (n = 85,000); AID 602;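 active = viability drop by adding the cancer drug above about 55%, with treated viability meeting a 40% cutoff, limit read from the data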;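 note: viability without doxorubicin minus viability with 2 µM doxorubicin for each compound; larger differential means the compound sensitizes cells more to doxorubicin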
MRP reversal cytotoxicity: further read-out of MRP reversal, marked with its call; viability, %; H69AR cells, CellTiter-Glo, 72 h; measured here: cytotoxicity without doxorubicin
MRP reversal with doxorubicin: also measured in MRP reversal; calls as there; viability, %; measured here: viability with 2 uM doxorubicin; active compounds read low
NFkB transloc inh cell count 2 µM: further read-out of NFkB transloc inh, marked with its call; cell count; measured here: cells passing quality filter;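 raw number of nuclei counted in each imaged well without normalization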
IL1B NFkB pot cell count 2 µM: recorded beside IL1B NFkB pot, whose call it bears; cell count; measured here: cells passing quality filter
Starred values were filed as active, the others as inactive; · = no result given. Only part of the results is shown; count on the stated rates, not on these rows.

Results follow in this order: NFkB transloc inh	NFkB transloc inh cell count 2 µM	PLAP inhibitors HTS	Bcl-B displacement	IL1B NFkB pot	IL1B NFkB pot cell count 2 µM	MRP reversal	MRP reversal cytotoxicity	MRP reversal with doxorubicin
Cc1ccc(Cn2ccc(NC(=O)c3cc(CC(C)C)on3)n2)cc1
→ ·	·	14%	-2%	·	·	13	110	97
Cn1c(SCC(=O)N2CCCC2)nc2ccccc2c1=O
→ 2	81	4%	-1%	-2	81	-10	77	87
CC(=O)Nc1ccc(S(=O)(=O)Nc2nc3c(s2)CCCC3)cc1
→ 3	144	-23%	3%	-3	144	6	82	76
CC(=O)Nc1ccc(S(=O)(=O)N(Cc2ccco2)CC2CCCO2)cc1 (configuration not stated)
→ ·	·	-45%	-7%	·	·	-3	65	69
O=C(CS(=O)(=O)Cc1ccccc1)Nc1ccccn1
→ -12	135	·	·	12	135	-3	103	107
CCNc1nc(NC(C)C)nc(Oc2ccc(OCc3ccccc3)nn2)n1
→ -12	84	·	·	12	84	0	73	73
CC(C)Sc1cc(N2CCCC2)nc(-c2ccccc2)n1
→ -5	209	-2%	5%	5	209	·	·	·
CC(C)(C)c1ccc(C(=O)NNc2cc(N3CCCCC3)nc(N3CCCCC3)n2)cc1
→ 2	170	-34%	2%	-2	170	·	·	·
O=C(O)c1ccc(CNCc2ccc(Cl)cc2Cl)cc1
→ 15	148	-40%	-6%	-15	148	·	·	·
Cn1c(SCC(=O)N2CCCc3ccccc32)nc2cccnc21
→ -3	131	·	·	3	131	2	77	75
Cc1ccc(-c2cc(C(=O)N3CCN(C(=O)c4ccco4)CC3)no2)cc1
→ -7	143	7%	-11%	7	143	0	92	92
CC(NC(=O)COC(=O)c1cn(-c2ccccc2)nc1-c1cccs1)c1ccccc1 (configuration not stated)
→ -17	165	-44%	-24%	17	165	·	·	·
Cc1ccc(C2C3CSCC=C3C(C#N)=C(N)C2(C#N)C#N)cc1 (configuration not stated)
→ ·	·	-7%	2%	·	·	2	98	96
COc1ccccc1C(=O)Nc1ccc2c(c1)OCCO2
→ -6	154	12%	-3%	6	154	15	98	82
COc1ccc(CN(C(=O)CSc2nnc(-c3ccc(OC)c(OC)c3)o2)c2ccc(F)cc2)cc1
→ -16	141	·	·	16	141	-20	65	85
Cc1oc(-c2ccccc2Cl)nc1CSCC(=O)N1CCCC1
→ -26	145	-69%	1%	26	145	2	92	90
CN1CCc2c(c3ccccc3n2C)C1
→ 13	137	-2%	6%	-13	137	11	102	91
Cc1cccc2cc(CN(Cc3ccc(F)cc3)Cc3nnnn3C3CCCC3)c(=O)[nH]c12
→ 10	137	1%	-5%	-10	137	·	·	·
CC(C)C1=NN(C(=O)c2cccnc2)C(O)(C(F)(F)F)C1 (configuration not stated)
→ 5	139	10%	-2%	-5	139	·	·	·
Clc1ccc(Cl)c2sc(N3CCOCC3)nc12
→ -24	114	·	·	24	114	1	83	83
Cc1[nH]c2ccccc2c1Cc1nnc(SCC(N)=O)o1
→ ·	·	-18%	-3%	·	·	0	94	94
COc1ccc(-c2noc(CCCOc3ccccc3)n2)cc1OC
→ -24	129	-30%	-2%	24	129	5	98	92
CCOC(=O)CSc1ncnc2c1cnn2-c1ccc(C)cc1
→ -11	124	5%	-9%	11	124	9	93	84
CC1(C)C=Cc2c(c3ccccc3[nH]c2=O)O1
→ -16	114	9%	-2%	16	114	-1	90	90
COc1ccc(-c2nn(CCC(=O)O)cc2CCC(=O)O)cc1
→ 1	182	-7%	-2%	-1	182	-16	101	117
CC1CCN(c2ccc(/C=N/n3nnnc3N)cc2[N+](=O)[O-])CC1
→ -6	171	30%	-6%	6	171	·	·	·
O=C(NCCc1ccccc1)C1CC(c2ccccc2O)=NO1 (configuration not stated)
→ -18	169	10%	-2%	18	169	-3	97	99
C=CCNc1sc(C(=O)C(C)(C)C)c(N)c1C#N
→ 1	165	-2%	-5%	-1	165	2	97	95
COc1ccccc1-c1cn(S(=O)(=O)c2ccc(F)cc2)nc1N
→ -4	119	7%	-7%	4	119	-6	81	88
O=C(NCCN1CCCC1)C1COc2ccccc2O1 (configuration not stated)
→ 9	93	10%	-1%	-9	93	·	·	·

16 consecutive entries already listed:
Results follow in this order: NFkB transloc inh	NFkB transloc inh cell count 2 µM	PLAP inhibitors HTS	Bcl-B displacement	IL1B NFkB pot	IL1B NFkB pot cell count 2 µM	MRP reversal	MRP reversal cytotoxicity	MRP reversal with doxorubicin
COc1ccccc1C(=O)Nc1ccc2c(c1)OCCO2
→ -6	154	12%	-3%	6	154	15	98	82
COc1ccc(CN(C(=O)CSc2nnc(-c3ccc(OC)c(OC)c3)o2)c2ccc(F)cc2)cc1
→ -16	141	·	·	16	141	-20	65	85
Cc1oc(-c2ccccc2Cl)nc1CSCC(=O)N1CCCC1
→ -26	145	-69%	1%	26	145	2	92	90
CN1CCc2c(c3ccccc3n2C)C1
→ 13	137	-2%	6%	-13	137	11	102	91
Cc1cccc2cc(CN(Cc3ccc(F)cc3)Cc3nnnn3C3CCCC3)c(=O)[nH]c12
→ 10	137	1%	-5%	-10	137	·	·	·
CC(C)C1=NN(C(=O)c2cccnc2)C(O)(C(F)(F)F)C1 (configuration not stated)
→ 5	139	10%	-2%	-5	139	·	·	·
Clc1ccc(Cl)c2sc(N3CCOCC3)nc12
→ -24	114	·	·	24	114	1	83	83
Cc1[nH]c2ccccc2c1Cc1nnc(SCC(N)=O)o1
→ ·	·	-18%	-3%	·	·	0	94	94
COc1ccc(-c2noc(CCCOc3ccccc3)n2)cc1OC
→ -24	129	-30%	-2%	24	129	5	98	92
CCOC(=O)CSc1ncnc2c1cnn2-c1ccc(C)cc1
→ -11	124	5%	-9%	11	124	9	93	84
CC1(C)C=Cc2c(c3ccccc3[nH]c2=O)O1
→ -16	114	9%	-2%	16	114	-1	90	90
COc1ccc(-c2nn(CCC(=O)O)cc2CCC(=O)O)cc1
→ 1	182	-7%	-2%	-1	182	-16	101	117
CC1CCN(c2ccc(/C=N/n3nnnc3N)cc2[N+](=O)[O-])CC1
→ -6	171	30%	-6%	6	171	·	·	·
O=C(NCCc1ccccc1)C1CC(c2ccccc2O)=NO1 (configuration not stated)
→ -18	169	10%	-2%	18	169	-3	97	99
C=CCNc1sc(C(=O)C(C)(C)C)c(N)c1C#N
→ 1	165	-2%	-5%	-1	165	2	97	95
COc1ccccc1-c1cn(S(=O)(=O)c2ccc(F)cc2)nc1N
→ -4	119	7%	-7%	4	119	-6	81	88

More structures follow.
Results follow in this order: NFkB transloc inh	NFkB transloc inh cell count 2 µM	PLAP inhibitors HTS	Bcl-B displacement	IL1B NFkB pot	IL1B NFkB pot cell count 2 µM	MRP reversal	MRP reversal cytotoxicity	MRP reversal with doxorubicin
O/N=C(\c1ccc(Cl)cc1)c1cc2ccccc2o1
→ -3	110	0%	-13%	3	110	-9	2	11
Cn1nnnc1SCC(=O)N1CCN(C(c2ccccc2)c2ccccc2)CC1
→ -23	133	·	·	23	133	-19	80	99
CCSc1nnc(NC(=O)c2csc3c2CCC(C)C3)s1 (configuration not stated)
→ 3	100	-9%	-5%	-3	100	-5	83	88
CCn1c(CNC(=O)c2ccc(OC)cc2)nnc1SCC(=O)c1ccccc1
→ -6	116	-16%	-3%	6	116	2	98	96
O=C(Nc1cccc(Cl)c1Cl)c1ccc(-c2ccccc2)cc1
→ -11	88	16%	-11%	11	88	·	·	·
CN(c1ccc(C(=O)N2CCOCC2)cc1)S(C)(=O)=O
→ -15	59	18%	-2%	15	59	-9	91	99
COc1ccccc1OCCOc1ccc(/C=C2/C(=N)N3OC(C)=CC3=NC2=O)cc1OC
→ 2	155	12%	-13%	-2	155	·	·	·
Clc1ccc(OCc2nnc(SCCN3CCCCC3)n2Cc2ccco2)cc1
→ ·	·	-72%	1%	·	·	-20	15	35
C=CCNc1nc(Nc2ccc(-c3nc4ccccc4o3)cc2)nc(N2CCOCC2)n1
→ -10	134	-89%	-12%	1	51	13	42	30
Cc1nn(Cc2ccc(F)cc2)c(C)c1NC(=O)c1cc(-c2ccco2)on1
→ 14	99	-1%	-5%	-14	99	-1	85	85
CCOc1ccc(OCC)c(NC(=O)c2ccc(CNc3c(N4CCOCC4)c(=O)c3=O)cc2)c1
→ -70	94	-38%	-5%	70*	94*	-1	78	79
COc1ccc(OC)c(NC(=O)c2cc3n(n2)C(C(F)(F)F)CC(c2ccc4c(c2)OCO4)N3)c1 (configuration not stated)
→ -20	134	·	-5%	20	134	-9	57	67
CN(Cc1ccccc1)Cc1nc2c(c(=O)n(C)c(=O)n2C)n1Cc1ccc(Cl)cc1
→ 0	205	-49%	-9%	0	205	2	80	78
CSCCC(NC(=O)c1cc(C(C)(C)C)oc1C)C(=O)O (configuration not stated)
→ ·	·	-4%	-6%	·	·	4	84	80
O=C(Nc1ccc(N2CCOCC2)cc1)C1CCCN(S(=O)(=O)c2ccccc2)C1 (configuration not stated)
→ 7	109	-7%	-4%	-7	109	-5	88	93
COn1c(C)c(C(C)=O)c2c3nonc3ccc21
→ 4	205	-16%	2%	-3	205	-10	33	43
CC(=O)NC1(C(Cl)(Cl)Cl)Oc2ccccc2O1
→ 0	145	-2%	3%	0	145	·	·	·
CCOC(=O)C1CCN(C(=O)C2CCN(S(=O)(=O)N3CCCC3)CC2)CC1
→ -8	113	-5%	-5%	8	113	2	104	101
CCN(CC)c1nc2nonc2nc1N(CC)CC
→ -8	101	-11%	-5%	8	101	11	86	75
CC(=O)CSc1ncnc2c1oc1ccccc12
→ -17	82	10%	-10%	17	82	-4	90	95
CC(=O)CCc1c(C)c2cccc(C)c2[nH]c1=O
→ ·	·	0%	-6%	·	·	9	90	80
Cn1c(=O)c2c(SCc3cccnc3)nc(CC(C)(C)C)nc2n(C)c1=O
→ ·	·	-50%	-10%	·	·	18	44	27
CCOc1ccc2nc(NC(=O)C(NS(=O)(=O)c3cccs3)C(C)C)sc2c1 (configuration not stated)
→ 1	156	-62%	-5%	-1	156	10	79	68
Cc1nc(NC(=O)CCc2ccccc2)ccc1Br
→ -1	69	-3%	-4%	1	69	-2	95	96
Cc1cc(C)n(C(=O)c2cccc(S(=O)(=O)N3CCOCC3)c2)n1
→ -2	165	4%	4%	2	165	7	97	91
N#CCN1CCC/C1=C\[N+](=O)[O-]
→ 7	126	11%	10%	-7	126	23	106	84
NC(=O)C(Cc1ccccc1)NS(=O)(=O)c1ccc(N2CCCC2=O)cc1 (configuration not stated)
→ -13	162	10%	-4%	13	162	4	101	97
Nc1nnc(C(c2ccccc2)c2ccccc2)s1
→ -10	164	18%	-9%	10	164	15	89	74
COc1ccc(C2CC(=O)C3=C(C2)Nc2ncnn2C3c2ccccc2C)cc1 (configuration not stated)
→ 4	191	-3%	-2%	-4	191	3	97	94
C=CCC(NCc1ccco1)c1ccc(OC)cc1OC (configuration not stated)
→ 58*	119*	0%	-4%	-58	119	-1	93	94
S=C(NCCC(c1ccccc1)c1ccccc1)Nc1ccccc1Cl
→ -3	110	-1%	-9%	3	110	·	·	·
CCN(CC)CCCN(Cc1cc2cc3c(cc2[nH]c1=O)OCCO3)C(=O)Nc1ccc(F)cc1
→ -4	88	44%	2%	4	88	-29	52	81
CCn1nnnc1SCC(=O)c1ccc(C)cc1C
→ 10	166	·	·	-10	166	28	101	73

Screening results from PubChem BioAssay.
